TcdB inh: blocks C. difficile toxin B glycohydrolase activity | P18177 | 350,000 compounds, 0.24% hits | inhibition, % at 9.99 µM | AID 652162 | TcdB glycohydrolase enzymatic assay, plate reader; in the data active means inhibition above about 10%
Target sequence (P18177 whole entry, looked up): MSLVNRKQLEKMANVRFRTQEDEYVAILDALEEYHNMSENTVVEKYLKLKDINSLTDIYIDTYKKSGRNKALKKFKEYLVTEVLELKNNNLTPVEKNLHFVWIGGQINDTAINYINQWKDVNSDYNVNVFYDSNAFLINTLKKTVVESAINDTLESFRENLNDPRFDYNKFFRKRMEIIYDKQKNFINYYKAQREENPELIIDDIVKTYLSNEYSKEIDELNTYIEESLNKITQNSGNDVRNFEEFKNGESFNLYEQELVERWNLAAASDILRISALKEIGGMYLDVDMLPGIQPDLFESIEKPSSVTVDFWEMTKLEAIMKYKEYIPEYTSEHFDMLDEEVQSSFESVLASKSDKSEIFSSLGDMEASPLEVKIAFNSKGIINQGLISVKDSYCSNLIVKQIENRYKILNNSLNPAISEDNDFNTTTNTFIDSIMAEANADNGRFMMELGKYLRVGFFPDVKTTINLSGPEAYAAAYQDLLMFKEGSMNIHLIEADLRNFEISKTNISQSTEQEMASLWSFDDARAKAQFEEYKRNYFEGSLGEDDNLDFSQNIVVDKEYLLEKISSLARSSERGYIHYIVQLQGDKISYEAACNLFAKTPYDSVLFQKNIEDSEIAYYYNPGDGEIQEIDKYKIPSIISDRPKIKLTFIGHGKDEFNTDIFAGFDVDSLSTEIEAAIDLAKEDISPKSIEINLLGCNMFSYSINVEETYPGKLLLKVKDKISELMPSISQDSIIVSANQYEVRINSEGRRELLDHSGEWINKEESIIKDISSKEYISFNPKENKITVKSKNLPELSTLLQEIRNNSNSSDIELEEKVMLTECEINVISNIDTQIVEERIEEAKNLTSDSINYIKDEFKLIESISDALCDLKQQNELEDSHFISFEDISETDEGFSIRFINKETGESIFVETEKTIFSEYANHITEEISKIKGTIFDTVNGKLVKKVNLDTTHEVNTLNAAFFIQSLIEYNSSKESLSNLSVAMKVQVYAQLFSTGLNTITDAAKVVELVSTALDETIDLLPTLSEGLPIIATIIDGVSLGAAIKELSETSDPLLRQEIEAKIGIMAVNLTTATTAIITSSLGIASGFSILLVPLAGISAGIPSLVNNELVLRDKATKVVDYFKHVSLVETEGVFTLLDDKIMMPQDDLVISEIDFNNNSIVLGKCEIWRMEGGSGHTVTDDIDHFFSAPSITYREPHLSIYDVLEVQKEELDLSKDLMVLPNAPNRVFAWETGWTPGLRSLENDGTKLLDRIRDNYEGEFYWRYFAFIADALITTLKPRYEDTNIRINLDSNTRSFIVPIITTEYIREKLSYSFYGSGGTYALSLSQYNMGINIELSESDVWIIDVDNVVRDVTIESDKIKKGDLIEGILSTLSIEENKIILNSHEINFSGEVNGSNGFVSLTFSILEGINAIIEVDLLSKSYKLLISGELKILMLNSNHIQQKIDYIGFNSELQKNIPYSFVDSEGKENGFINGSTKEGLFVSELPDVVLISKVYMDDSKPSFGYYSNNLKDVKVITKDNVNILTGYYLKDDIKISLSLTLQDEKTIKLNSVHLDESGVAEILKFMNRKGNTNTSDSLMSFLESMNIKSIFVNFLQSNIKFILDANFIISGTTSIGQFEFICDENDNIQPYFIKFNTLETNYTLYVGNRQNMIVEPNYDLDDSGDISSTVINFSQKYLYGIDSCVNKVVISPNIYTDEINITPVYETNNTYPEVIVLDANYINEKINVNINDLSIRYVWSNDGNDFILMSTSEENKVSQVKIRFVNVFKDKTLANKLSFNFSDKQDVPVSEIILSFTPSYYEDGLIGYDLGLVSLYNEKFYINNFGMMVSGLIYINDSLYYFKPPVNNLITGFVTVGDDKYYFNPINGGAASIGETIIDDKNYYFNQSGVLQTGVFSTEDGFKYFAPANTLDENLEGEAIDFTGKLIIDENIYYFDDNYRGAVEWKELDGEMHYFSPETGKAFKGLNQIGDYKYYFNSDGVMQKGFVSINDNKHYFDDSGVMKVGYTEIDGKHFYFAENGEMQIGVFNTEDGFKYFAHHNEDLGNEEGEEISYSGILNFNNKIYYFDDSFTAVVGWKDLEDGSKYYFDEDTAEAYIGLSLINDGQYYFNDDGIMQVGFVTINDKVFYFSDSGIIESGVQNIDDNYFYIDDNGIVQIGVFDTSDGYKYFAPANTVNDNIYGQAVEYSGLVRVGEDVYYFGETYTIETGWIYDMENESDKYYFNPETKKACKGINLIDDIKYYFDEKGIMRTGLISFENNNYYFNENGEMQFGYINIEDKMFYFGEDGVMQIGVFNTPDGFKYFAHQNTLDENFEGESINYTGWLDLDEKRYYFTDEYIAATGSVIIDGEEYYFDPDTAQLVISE
* = called active by the depositor. These rows are one share of the data, so the mix of outcomes need not match the whole.

C[C@H](CO)N1C[C@H](C)[C@@H](CN(C)Cc2ccccc2)OCCCC[C@H](C)Oc2ccc(NC(=O)Nc3cccc4ccccc34)cc2C1=O
  TcdB inh: -0.5
CC(C)C#Cc1cnc2c(c1)C(=O)N([C@@H](C)CO)C[C@H](C)[C@H](CN(C)C(=O)Nc1ccccc1F)O2
  TcdB inh: -1.7
CCCC#Cc1ccc([C@H]2[C@H](CO)N3C(=O)CN(C(=O)c4ccc(F)cc4)C[C@@H]23)cc1
  TcdB inh: 1.9
C[C@@H]1CN([C@@H](C)CO)C(=O)c2cc(C#C[C@@H](C)O)cnc2O[C@@H]1CN(C)C(=O)c1ccncc1
  TcdB inh: -1.2
O=C(C[C@H]1C=C[C@@H](NC(=O)C2CCOCC2)[C@H](CO)O1)NCc1ccncc1
  TcdB inh: 0.1
CCC(=O)N(C)C[C@@H]1Oc2cc(C#Cc3ccncc3)ccc2S(=O)(=O)N([C@@H](C)CO)C[C@H]1C
  TcdB inh: 0.9
Cc1ccccc1S(=O)(=O)N1CCCCN2[C@@H](CO)[C@@H](c3ccc(C#CCN(C)C)cc3)[C@@H]2C1
  TcdB inh: 0.0
CC(C)CC#Cc1cnc2c(c1)C(=O)N([C@@H](C)CO)C[C@H](C)[C@@H](CN(C)C(=O)C1CCOCC1)O2
  TcdB inh: -0.2
C[C@H](CO)N1C[C@H](C)[C@@H](CN(C)Cc2cncnc2)Oc2ncc(C#CC3(O)CCCC3)cc2C1=O
  TcdB inh: 0.6
C[C@@H]1CN([C@H](C)CO)C(=O)c2cc(NS(=O)(=O)c3ccccc3)ccc2O[C@@H](C)CCCCO[C@H]1CN(C)S(=O)(=O)c1ccc(Cl)cc1
  TcdB inh: 1.6
Cc1ccccc1-c1ccc2c(c1)O[C@H](CN(C)Cc1ccncc1)[C@@H](C)CN([C@@H](C)CO)S2(=O)=O
  TcdB inh: 1.6
COc1ccc(CN(C)C[C@@H]2OCCCC[C@@H](C)Oc3ccc(NS(=O)(=O)c4cn(C)cn4)cc3C(=O)N([C@@H](C)CO)C[C@H]2C)cc1
  TcdB inh: -12
Cc1noc(C)c1NC(=O)Nc1ccc2c(c1)CC(=O)N([C@H](C)CO)C[C@H](C)[C@H](CN(C)Cc1ccc(-c3ccccc3)cc1)O2
  TcdB inh: 0.0
COc1ccc(S(=O)(=O)Nc2cccc3c2O[C@H](CN(C)S(=O)(=O)c2ccc(Cl)cc2)[C@@H](C)CN([C@H](C)CO)C3=O)cc1
  TcdB inh: -0.4
O=C(Cc1ccccn1)N[C@@H]1CC[C@H](CCNS(=O)(=O)c2cccc(F)c2)O[C@@H]1CO
  TcdB inh: -2.5

CC(C)NC(=O)N(C)C[C@H]1Oc2cc(C#C[C@H](C)O)ccc2S(=O)(=O)N([C@H](C)CO)C[C@@H]1C
  TcdB inh: -0.7
C/C=C/c1ccc([C@H]2[C@@H](CO)N(S(C)(=O)=O)[C@@H]2CN(CC)C(C)=O)cc1
  TcdB inh: -1.8
Cc1noc(C)c1NC(=O)N(C)C[C@H]1Oc2c(NS(=O)(=O)c3cn(C)cn3)cccc2C(=O)N([C@@H](C)CO)C[C@H]1C
  TcdB inh: 0.0
O=C(Nc1ccc2c(c1)[C@@H]1C[C@H](CC(=O)N3CCCCC3)O[C@H](CO)[C@@H]1O2)c1ccc2c(c1)OCO2
  TcdB inh: 1.8
N#C[C@H]1[C@@H](c2ccc(C3=CCCC3)cc2)[C@H](CO)N1c1nc(-c2ccccc2)cs1
  TcdB inh: -0.3
C[C@H]1CN([C@@H](C)CO)C(=O)CCCn2cc(nn2)CO[C@H]1CN(C)S(=O)(=O)c1cn(C)cn1
  TcdB inh: -9.1
COC(=O)C[C@@H]1C[C@@H]2c3cc(NC(=O)NC4CCCCC4)ccc3O[C@@H]2[C@@H](CO)O1
  TcdB inh: 0.2
COc1ccc2c3c([nH]c2c1)[C@H](CO)N(C(=O)C1CCC1)CC31CN(C(=O)c2ccncc2)C1
  TcdB inh: 0.6
O=C(Cc1ccccn1)NCC[C@@H]1CC[C@@H](NC(=O)Nc2ccc(C(F)(F)F)cc2)[C@H](CO)O1
  TcdB inh: 0.6
COCC(=O)Nc1ccc2c(c1)OC[C@H](C)N(C(=O)c1cnccn1)C[C@@H](C)[C@@H](OC)CN(C)C2=O
  TcdB inh: 0.1
CCC(=O)Nc1ccc2c(c1)C(=O)N(C)C[C@H](OC)[C@H](C)CN(C(=O)NC(C)C)[C@@H](C)CO2
  TcdB inh: 0.2
O=C(C[C@@H]1C=C[C@H](NS(=O)(=O)c2ccccc2)[C@H](CO)O1)N1CCN(c2ccccc2)CC1
  TcdB inh: 0.6
CC(=O)N(C)C[C@H]1Oc2cc(C#Cc3ccccn3)ccc2S(=O)(=O)N([C@@H](C)CO)C[C@@H]1C
  TcdB inh: 0.3
O=C(C[C@H]1CC[C@@H]2[C@H](COC[C@H](O)CN2Cc2cccc(C(F)(F)F)c2)O1)NCCc1ccncc1
  TcdB inh: 0.1
O=C(Nc1cccc(F)c1)N1C[C@@H]2[C@H](c3ccccc31)[C@@H](CO)N2C(=O)Cc1ccccc1
  TcdB inh: 0.0

Among those listed so far, 3 contain an aryl methoxy group:
COc1ccc(CN(C)C[C@@H]2OCCCC[C@@H](C)Oc3ccc(NS(=O)(=O)c4cn(C)cn4)cc3C(=O)N([C@@H](C)CO)C[C@H]2C)cc1
  TcdB inh: -12
COc1ccc(S(=O)(=O)Nc2cccc3c2O[C@H](CN(C)S(=O)(=O)c2ccc(Cl)cc2)[C@@H](C)CN([C@H](C)CO)C3=O)cc1
  TcdB inh: -0.4
COc1ccc2c3c([nH]c2c1)[C@H](CO)N(C(=O)C1CCC1)CC31CN(C(=O)c2ccncc2)C1
  TcdB inh: 0.6

(list continues)
CN1C(=O)c2cc(NC(=O)c3cnccn3)ccc2OC[C@@H]2O[C@@H](CC(=O)O)CC[C@H]21
  TcdB inh: -0.2
O=C(c1cccc(F)c1)N1CC2(C1)[C@@H](c1ccccc1)[C@H](CO)N2Cc1ccccn1
  TcdB inh: -0.4
O=C(CC1CC1)N1CC2(C1)[C@H](c1ccccc1)[C@@H](CO)N2Cc1ccccn1
  TcdB inh: 0.9
C/C=C/c1ccc([C@H]2[C@@H](CO)N3C(=O)CN(C(=O)Nc4cccc(OC)c4)C[C@H]23)cc1
  TcdB inh: 1.3
C[C@@H]1CN([C@@H](C)CO)C(=O)c2cc(NC(=O)Cc3ccccc3)ccc2O[C@H]1CN(C)C(=O)Nc1ccc2c(c1)OCO2
  TcdB inh: -0.3
CN(C)CC(=O)Nc1ccc2c(c1)[C@H]1C[C@H](CC(=O)NCC3CC3)O[C@@H](CO)[C@H]1O2
  TcdB inh: -0.3
O=C(C[C@@H]1CC[C@@H]2[C@H](COC[C@H](O)CN2C(=O)Nc2ccc3c(c2)OCO3)O1)N1CCN(c2ccccc2)CC1
  TcdB inh: -1.4
CCCNC(=O)Nc1ccc2c(c1)C(=O)N(C)C[C@@H](OC)[C@@H](C)CN(Cc1cncnc1)[C@@H](C)CO2
  TcdB inh: -0.6
C[C@@H]1CN([C@H](C)CO)C(=O)c2cccc(NS(=O)(=O)c3ccc(Cl)cc3)c2O[C@H]1CN(C)C(=O)Nc1ccccc1
  TcdB inh: -1.1
CCC(=O)N1[C@@H](CO)[C@H](c2ccccc2)C12CN(C(=O)c1ccc3c(c1)OCO3)C2
  TcdB inh: 0.0
O=C(C[C@@H]1C[C@H]2c3cc(NC(=O)C4CCOCC4)ccc3O[C@H]2[C@@H](CO)O1)NCc1ccccc1F
  TcdB inh: -0.3
C/C=C/c1cnc2c(c1)C(=O)N([C@H](C)CO)C[C@@H](C)[C@H](CN(C)S(=O)(=O)c1ccccc1F)O2
  TcdB inh: -0.3
O=C(C[C@@H]1C[C@@H]2c3cc(NC(=O)Nc4ccccc4)ccc3O[C@@H]2[C@H](CO)O1)NCc1ccccn1
  TcdB inh: 1.3
C[C@H](CO)N1C[C@H](C)[C@@H](CN(C)S(=O)(=O)c2cn(C)cn2)Oc2ccc(NC(=O)Cc3cn(C)c4ccccc34)cc2C1=O
  TcdB inh: -4.1
CC(C)NC(=O)N(C)C[C@H]1Oc2cc(-c3cncnc3)ccc2S(=O)(=O)N([C@@H](C)CO)C[C@H]1C
  TcdB inh: 0.5

C[C@H](CO)N1C[C@H](C)[C@H](CN(C)S(C)(=O)=O)Oc2c(NS(C)(=O)=O)cccc2C1=O
  TcdB inh: -1.3
C[C@H]1CN([C@@H](C)CO)C(=O)c2ccccc2-c2ccccc2CO[C@H]1CN(C)S(=O)(=O)c1cn(C)cn1
  TcdB inh: 0.5
COc1ccc(COC[C@@]23Oc4ccccc4[C@@H](NC(=O)N2C)[C@H]3CO)cc1
  TcdB inh: 0.4
CCCNC(=O)N1CC2(CCN(S(=O)(=O)c3ccccc3)CC2)c2c(n(C)c3cc(OC)ccc23)[C@@H]1CO
  TcdB inh: -1.6
C[C@H]1CN([C@@H](C)CO)S(=O)(=O)c2ccc(C#Cc3ccccc3)cc2O[C@H]1CN(C)C(=O)c1ccccn1
  TcdB inh: 0.3
O=C(c1ccccc1)N1C[C@@H]2[C@H](c3ccccc31)[C@@H](CO)N2C(=O)c1cccc(F)c1
  TcdB inh: -0.5
C[C@@H]1CN([C@@H](C)CO)C(=O)Cc2cc(NC(=O)Nc3ccc(C(F)(F)F)cc3)ccc2O[C@H]1CN(C)Cc1ccc(-c2ccccc2)cc1
  TcdB inh: -1.7
C[C@@H]1CN([C@H](C)CO)C(=O)Cc2cc(NC(=O)CCN3CCOCC3)ccc2O[C@@H]1CN(C)CC1CCCCC1
  TcdB inh: -1.8
CNC[C@H]1Oc2c(NC(=O)Nc3ccc(F)cc3)cccc2C(=O)N([C@H](C)CO)C[C@@H]1C
  TcdB inh: 0.1
O=C(C[C@H]1CC[C@@H]2[C@H](COC[C@@H](O)CN2C(=O)Nc2cc(Cl)cc(Cl)c2)O1)NCC1CC1
  TcdB inh: 0.0
C[C@H](CO)N1C[C@H](C)[C@H](CN(C)C)OCCCC[C@H](C)Oc2ccc(NC(=O)Nc3ccc4c(c3)OCO4)cc2C1=O
  TcdB inh: 0.1
C[C@@H]1CN([C@H](C)CO)C(=O)Cc2cc(NC(=O)C3CC3)ccc2O[C@@H]1CN(C)S(C)(=O)=O
  TcdB inh: -0.1
C[C@H]1CN([C@@H](C)CO)C(=O)c2cccc(NC(=O)C3CCOCC3)c2O[C@@H]1CN(C)Cc1ccc(Oc2ccccc2)cc1
  TcdB inh: -1.8
C[C@@H]1CN([C@H](C)CO)C(=O)c2cc(NC(=O)CCCCCC(=O)Nc3ccccc3N)ccc2O[C@H]1CN(C)Cc1ccc(-c2ccccc2)cc1
  TcdB inh: -1.3
COc1cccc(CN2[C@H](CO)[C@@H]3c4ccccc4N(C(=O)C4CC4)C[C@@H]32)c1
  TcdB inh: 0.3

CO[C@@H]1CN(C)C(=O)c2ccc(NS(=O)(=O)c3cn(C)cn3)cc2OC[C@H](C)N(CC2CC2)C[C@@H]1C
  TcdB inh: -0.8
C[C@@H]1CN([C@H](C)CO)C(=O)c2cc(C#Cc3ccc(F)cc3)cnc2O[C@H]1CN(C)C(=O)c1ccccc1F
  TcdB inh: 0.4
COc1cccc(C(=O)Nc2ccc3c(c2)C(=O)N(C)[C@H]2CC[C@H](CC(=O)NCCCN4CCOCC4)O[C@H]2CO3)c1
  TcdB inh: -0.1
C[C@H](CO)N1C[C@H](C)[C@H](CN(C)S(C)(=O)=O)Oc2c(NC(=O)c3cnccn3)cccc2C1=O
  TcdB inh: 1.3
C[C@@H]1CN([C@@H](C)CO)C(=O)c2cc(-c3ccccc3)cnc2O[C@H]1CN(C)Cc1cccnc1
  TcdB inh: 1.2
Cc1noc(C)c1S(=O)(=O)Nc1ccc2c(c1)C(=O)N([C@@H](C)CO)C[C@H](C)[C@H](CN(C)C(=O)NC1CCCCC1)OCCCC[C@@H](C)O2
  TcdB inh: 0.2
C[C@H]1CN([C@@H](C)CO)C(=O)Cc2cc(NC(=O)Nc3ccc(F)cc3)ccc2O[C@H]1CN(C)S(C)(=O)=O
  TcdB inh: 0.7
O=C(C[C@@H]1C=C[C@H](NC(=O)c2ccccc2)[C@H](CO)O1)NCc1ccc(Oc2ccccc2)cc1
  TcdB inh: 0.9
O=C(NCC[C@@H]1CC[C@@H](NS(=O)(=O)c2ccccc2)[C@@H](CO)O1)c1ccc2c(c1)OCO2
  TcdB inh: 0.8
C[C@@H]1CN([C@H](C)CO)C(=O)c2cc(-c3ccccc3)cnc2O[C@@H]1CN(C)Cc1cccnc1
  TcdB inh: -0.3
CCCC(=O)Nc1ccc2c(c1)OC[C@H](C)N(CC1CCOCC1)C[C@@H](C)[C@@H](OC)CN(C)C2=O
  TcdB inh: -0.4
O=S(=O)(c1ccc(Cl)cc1)N1CCN(Cc2cccc(OCCO)c2)CC1
  TcdB inh: 0.7
CCNC(=O)C[C@@H]1C=C[C@@H](NC(=O)NC2CCCCC2)[C@@H](CO)O1
  TcdB inh: 1.1
C[C@H](CO)N1C[C@H](C)[C@@H](CN(C)S(C)(=O)=O)Oc2ncc(C#CC3CC3)cc2C1=O
  TcdB inh: 1.0
CC=Cc1ccc2n(c1=O)C[C@H]1[C@H](CO)[C@@H](C(=O)NCC)N(C(=O)CC3CC3)[C@@H]21 (mixture of isomers)
  TcdB inh: 1.0

CCCNC(=O)C[C@@H]1C[C@H]2c3cc(NC(=O)CC4CC4)ccc3O[C@H]2[C@H](CO)O1
  TcdB inh: -3.1
O=C(N[C@H]1CC[C@H](CCNS(=O)(=O)c2ccc(Cl)cc2)O[C@@H]1CO)c1cnccn1
  TcdB inh: 0.7
C[C@@H]1CN([C@@H](C)CO)C(=O)Cc2cc(NC(=O)Nc3ccc4c(c3)OCO4)ccc2O[C@@H]1CN(C)C(=O)Nc1ccc2c(c1)OCO2
  TcdB inh: -0.5
C[C@@H]1CN([C@H](C)CO)C(=O)Cc2cc(NC(=O)Cc3cn(C)c4ccccc34)ccc2O[C@H]1CN(C)Cc1ccc(C(F)(F)F)cc1
  TcdB inh: -7.3
CO[C@H]1CN(C)C(=O)c2cc(NC(=O)Cc3ccccc3)ccc2OC[C@H](C)N(C(C)=O)C[C@H]1C
  TcdB inh: -0.6
COc1ccc(S(=O)(=O)N[C@H]2C=C[C@@H](CC(=O)N3CCN(c4ccccc4)CC3)O[C@@H]2CO)cc1
  TcdB inh: 0.0
C[C@@H]1CN([C@H](C)CO)C(=O)c2cc(NC(=O)CCCN(C)C)ccc2O[C@H]1CN(C)Cc1ccccc1
  TcdB inh: -1.5

Assay outcomes from PubChem.
